Assay outcomes deposited in PubChem by several laboratories.
TR-FRET SRC-2 ct = flags TR-FRET format artefacts in PPARgamma SRC-2 recruitment agonist screen. TR-FRET artefact counter-screen; stronger effect = higher value. AID 1049. 200,000 compounds, 0.4% hits. TR-FRET ratio at 8 µM; in the data active = TR-FRET ratio above about 2000; also: inactives centre near 1500
PMI act hi M6P = activators of human phosphomannose isomerase at near-saturating mannose 6-phosphate. P34949. coupled PMI enzyme assay, resazurin fluorescence, 20 min; stronger effect = higher value; 1 = untreated enzyme, 0 = substrate-free blank. activation factor at 20 µM. 190,000 compounds, 0.34% hits. AID 1216;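 active = activation factor of 2 or more at 20 µM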
Target sequence (P34949 whole entry, looked up): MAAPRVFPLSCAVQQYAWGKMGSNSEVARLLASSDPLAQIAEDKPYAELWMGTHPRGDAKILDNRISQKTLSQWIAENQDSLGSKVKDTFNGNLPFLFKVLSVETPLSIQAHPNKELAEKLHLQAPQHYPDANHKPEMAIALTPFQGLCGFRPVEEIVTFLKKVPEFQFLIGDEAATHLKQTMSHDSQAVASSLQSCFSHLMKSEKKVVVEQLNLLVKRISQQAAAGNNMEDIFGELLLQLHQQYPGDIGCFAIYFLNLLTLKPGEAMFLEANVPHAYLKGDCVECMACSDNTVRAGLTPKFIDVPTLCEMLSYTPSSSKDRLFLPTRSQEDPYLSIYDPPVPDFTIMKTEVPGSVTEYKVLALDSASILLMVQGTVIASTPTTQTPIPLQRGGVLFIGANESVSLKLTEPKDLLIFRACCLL
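Test system: human phosphomannose isomerase with PGI, G6PDH, diaphorase coupling enzymes; Amount: PMI at 15 ng/mL final; Reagent: Mannose-6-phosphate 1.0 mM (near-saturating) plus 0.22 mM NADP+; Timing: 20 min, room temperature; Technique: resorufin fluorescence at Ex 544/Em 590 nm; Dosing: 20 µM single dose.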
G6PDH counter = inhibits Leuconostoc G6PDH, flagging false hits in G6PDH-based assays; Purified L. mesenteroides G6PDH, diaphorase/resazurin coupled fluorescence, 45 min; 200,000 compounds, 0.12% hits; inhibition, % at 5 µM; in the data active = inhibition above about 50%
PPARg SRC-1 ag = PPARgamma-driven SRC-1 recruitment agonism | P37231 | PPARgamma-SRC-1 coactivator recruitment biochemical assay | activation, % at 8 µM | 200,000 compounds, 0.41% hits; in the data active = activation above about 19%;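 also: 0% = DMSO and 100% = reference agonist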
Target sequence (P37231 whole entry, looked up): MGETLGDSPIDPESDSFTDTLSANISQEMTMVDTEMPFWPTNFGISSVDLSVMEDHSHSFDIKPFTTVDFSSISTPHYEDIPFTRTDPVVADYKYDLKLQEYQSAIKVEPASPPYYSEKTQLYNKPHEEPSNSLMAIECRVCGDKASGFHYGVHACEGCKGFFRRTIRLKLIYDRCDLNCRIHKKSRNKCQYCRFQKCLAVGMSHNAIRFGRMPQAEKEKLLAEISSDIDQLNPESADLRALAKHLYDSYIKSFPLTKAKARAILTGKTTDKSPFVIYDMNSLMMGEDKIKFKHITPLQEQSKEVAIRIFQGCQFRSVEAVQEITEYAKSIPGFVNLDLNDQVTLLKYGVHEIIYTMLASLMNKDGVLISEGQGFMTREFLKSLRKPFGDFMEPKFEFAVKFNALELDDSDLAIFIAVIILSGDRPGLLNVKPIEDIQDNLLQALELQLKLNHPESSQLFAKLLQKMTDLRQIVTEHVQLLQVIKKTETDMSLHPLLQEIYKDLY
PMI activator = phosphomannose isomerase (human) activation. AID 1214. 190,000 compounds, 0.005% hits. P34949. activation factor at 20 µM. purified human PMI, coupled resazurin fluorescence, 20 min; stronger effect = higher value; 1 = vehicle control, 0 substrate-free wells;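 active = activation factor of 2 or more at 20 µM, relative to plate controls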
Diaph act CS = counter-screen for diaphorase-based assays: diaphorase activators and chemical reducers. AID 1229. 190,000 compounds, 0.005% hits. Diaphorase/resazurin coupled assay, resorufin fluorescence, 16 min; stronger effect = higher value; 1 = vehicle wells, 0 = NADH-free wells. activation factor at 20 µM;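 active = diaphorase activity raised at least twofold by the compound at 20 µM; inactive = activation factor below 2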
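Test system: Clostridium kluyveri diaphorase, purified enzyme. Buffer or medium: 50 mM HEPES pH 7.4 buffer plus MgCl2 and Tween 20. Also added: 0.114 mM NADH and 0.1 mM resazurin, final amounts. Dosing: compound 20 µM once, DMSO 1%. Schedule: 16 min enzyme reaction, ambient temperature. Detection: fluorescence of resorufin, 544 nm excitation, 590 nm emission.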
PPARg SRC2 recr = promotes SRC-2 coactivator recruitment by human PPARgamma | 200,000 compounds, 0.34% hits | AID 1032 | activation, % at 8 µM | PPARgamma LBD-SRC-2 recruitment, biochemical | P37231; in the data active = activation above about 22%;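 also: 0% = vehicle and 100% = reference agonist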
Diaph inh CS = counter-screen for diaphorase-based assays: diaphorase inhibitors and chemical oxidizers; AID 1217; diaphorase resazurin-to-resorufin fluorescence, NADH, 16 min; bacterial (C. kluyveri) enzyme, not human; 190,000 compounds, 0.69% hits; inhibition, % at 20 µM;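 active = primary screen inhibition at 20 µM above a set limit, cut at about 50% in these data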;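 also: plate controls were DMSO with full reaction for no effect and wells lacking NADH for full effect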
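System: Diaphorase enzyme from Clostridium kluyveri | Amount: Enzyme working solution with 0.14 U/mL diaphorase | Benchmarks: No-NADH positive control and DMSO neutral control | Signal: Fluorescence of resorufin formed from resazurin, Ex 544/Em 590 nm | Schedule: 16-min room-temperature incubation before reading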
ROMK mod = human ROMK K+ channel modulation, primary screen. P48048. Tet-inducible ROMK, thallium flux fluorescence; actives lie on both sides. B-score at 10 µM. 130,000 compounds, 2% hits. AID 1918;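 active = signal ratio slope over the read window, or its plate-corrected B-score, at least 3 SD from the plate mean, either direction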;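 also: B-score of the F/F0 ratio slope over 7 to 12 s after thallium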
PPARg SRC3 recr = agonists of human PPARgamma SRC-3 coactivator recruitment. activation, % at 8 µM. AID 731. P37231. 200,000 compounds, 0.26% hits. biochemical PPARgamma/SRC-3 coactivator recruitment assay; in the data active = activation above about 23%;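 also: 0% = DMSO and 100% = reference agonist; some compounds past the cut are filed as inactive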
S1P3 antag = S1P3 (human) receptor antagonism; 170,000 compounds, 0.27% hits; Q99500; CHO S1P3 NFAT-BLA reporter, FRET fluorescence, antagonist mode; inhibition, % at 4.98 µM;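 active = inhibition above the plate cutoff, the mean inhibition of test wells on that plate plus 3 SD, cut at about 28% in these data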;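 also: cells challenged with S1P at its EC80 of 0.8 µM; blue over green emission ratio from cleaved BLA substrate after 4 h stimulation; 0% = S1P-stimulated wells and 100% = unstimulated DMSO-only wells; some compounds past the cut are filed as inactive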
Starred values were filed as active, the others as inactive; . = no result given.

SMILES	TR-FRET SRC-2 ct	PMI act hi M6P	G6PDH counter	PPARg SRC-1 ag	PMI activator	Diaph act CS	PPARg SRC2 recr	Diaph inh CS	ROMK mod	PPARg SRC3 recr	S1P3 antag
O=C(Nc1ccc(CSc2ccccc2)cc1)c1ccccc1	1490	1.1	4.5	5.4	1.1	1	4.3	-4.7	-0.454	-1.6	-5.4
N#Cc1ccc2ccn(CC(=O)NCc3ccco3)c2c1	1535	1.1	5.0	-0.6	1.1	0.9	-2.7	7.1	-0.197	-6.3	.
O=C(Nc1ccccn1)C1COc2ccccc2O1 (stereo not given)	1688	1.1	5.5	1.7	1	1	6.8	2.6	-0.27	-10.2	.
CCCS(=O)(=O)N1CCC(C(=O)NCCCOC(C)C)CC1	1567	1	7.0	-0.2	1	1	0.1	0.3	.	1.0	-8.4
CCOc1cccc(Nc2cc3n(c(=O)n2)CCc2cc(OC)c(OC)cc2-3)c1	1570	0.9	3.5	1.7	0.9	0.7	0.2	27.9	.	4.4	.
COC(=O)c1nc(Cl)c(Cl)c(N)c1Cl	1683	1.1	4.8	4.5	1.1	0.9	4.6	5.6	0.935	-1.0	11.0
COC(=O)N/N=C/c1cc(Br)ccc1O	1685	0.9	20.1	7.8	0.9	0.8	1.1	18.8	-2.39	1.6	-0.2
COc1ccc(CNC(=O)C(c2ccco2)N(C(=O)CNS(=O)(=O)c2ccccc2)c2ccccc2C)cc1 (stereo not given)	1845	0.9	3.3	5.1	0.9	0.8	3.5	21.9	-5.02*	0.5	-21.4
CC(Nc1nc(N2CCCC2)nc2ccccc12)c1ccccc1 (stereo not given)	1469	0.9	-35.3	-2.6	1	0.8	5.2	15.2	-0.0991	-12.5	-2.9
Cc1sc2ncnc(N(C)Cc3cccs3)c2c1C	1524	1	-2.0	0.6	1	0.9	1.6	14.5	-2.17	-6.1	.
O=c1c2ccccc2nc(-c2ccco2)n1CCCn1ccnc1	1675	1.1	13.5	9.0	1.1	1	1.0	-1.1	.	4.4	-59.5
CCSc1ccccc1C(=O)NCCc1ccccc1	1332	1	0.6	-0.7	1	1	3.0	4.0	.	0.7	-28.4
C=CCn1c(O)c(C(CC)=Nc2ccccc2NC(=O)CC)c(=O)[nH]c1=O	1579	1	-1.7	-4.7	1	0.8	-5.5	15.9	-0.513	-1.5	-25.5
COC(=O)c1ccc(N(CC(=O)NC2CCCC2)C(=O)CNC(=O)c2ccco2)cc1	1324	1	5.9	4.8	1	0.9	5.3	6.2	.	1.7	-45.8
CCC(=O)Nc1nc(C)c(-c2csc(Nc3ccc(S(=O)(=O)Nc4cc(C)on4)cc3)n2)s1	1588	1.1	11.1	-1.2	1.1	1.1	-9.4	-7.6	0.936	-1.1	.
N=c1c2c(n(Cc3ccc(Cl)cc3)c3c1CCC3)CCC2	1344	0.9	7.6	-5.4	0.9	0.8	-4.9	16.4	.	0.1	-25.2
O=C(CCc1nnc(CCCCc2ccccc2)o1)N(CCO)Cc1ccccc1	1373	1	3.8	-9.1	0.9	0.9	3.1	14.7	0.144	1.9	-0.1
CCN(CC)C(=O)Oc1cc(=O)n(C)c2ccccc12	1467	1	-0.9	8.6	1	0.9	0.8	6.5	-0.0264	-2.1	-8.4
CCOc1cc(/C=C/c2cc(C(=O)O)c3ccccc3n2)ccc1OC	1456	1	4.1	3.3	1.2	0.9	6.4	12.3	1.42	2.8	-10.4
Cn1c(-c2cccc([N+](=O)[O-])c2)[n+](C)c2ccccc21	1781	0.9	7.0	6.3	1.2	1	4.3	4.0	0.957	9.5	-10.5
CCn1ccnc1CN1CCCC(C(=O)c2ccc3c4c(cccc24)CC3)C1 (stereo not given)	1529	1	16.7	2.4	1	1.3	4.1	-34.3	-3.46	1.1	-14.3
CC(C)(C)n1nnnc1CN1CCN(C(c2ccccc2)c2ccccc2)CC1	1603	1	12.1	3.2	0.9	0.9	12.9	10.1	-0.649	10.9	.
COc1cc(S(=O)(=O)NCc2cccnc2)ccc1F	1830	1.1	-4.5	7.0	1.1	1.1	7.2	-8.6	0.179	1.6	.
O=C(CCn1c(=O)oc2ccccc21)Nc1ccon1	1478	1.1	6.6	-6.5	1.1	1	-4.7	2.4	.	-9.9	-6.8
Cc1c(Br)c(=O)oc2c(Br)c(O)ccc12	1835	1.1	-0.3	-0.2	1.3	0.9	6.2	5.1	-0.791	1.9	-19.6
SMILES	TR-FRET SRC-2 ct	PMI act hi M6P	G6PDH counter	PPARg SRC-1 ag	PMI activator	Diaph act CS	PPARg SRC2 recr	Diaph inh CS	ROMK mod	PPARg SRC3 recr	S1P3 antag
CCC(=O)Oc1ccc(C(=O)Nc2ccc3c(c2)OCO3)cc1	1601	1	10.2	-1.9	1	1.1	5.8	-14.1	0.827	1.4	5.3
Cc1ccc(NC(=S)Nc2cccc(S(=O)(=O)Nc3c(C)n(C)n(-c4ccccc4)c3=O)c2)cc1	1734	1	8.7	3.0	1	0.9	-7.2	5.4	1.27	3.0	-0.2
Cc1cc([N+](=O)[O-])nn1CC(=O)N1CCOCC1	1648	1	6.5	4.0	1.1	0.9	4.8	6.8	0.628	5.7	-12.0
COc1ccc(NC(=S)Nc2ccc3nsnc3c2)cc1	1650	0.5	56.8*	6.8	0.4	0.4	9.0	59.0*	-0.898	10.6	-1.6
Cc1ccn(C(CC(=O)c2ccc(Br)cc2)C(=O)O)n1 (stereo not given)	1738	1	-7.1	4.6	1	0.9	10.8	12.3	0.885	2.0	.
Cc1ccc(Oc2ncnc3sccc23)cc1	1562	0.8	10.1	5.7	0.9	0.8	5.7	18.3	.	2.8	-10.3
Cc1cccc(OCCC(=O)OCC(=O)N2CCc3ccccc32)c1	1406	0.9	3.7	-5.7	0.9	0.8	-1.1	23.5	.	-4.5	-11.8
O=C(Nc1ccc2c(c1)nc1n2CCCCC1)c1cc(S(=O)(=O)N2CCOCC2)ccc1Cl	1426	1.1	8.6	-7.3	1	0.9	-11.8	5.1	-0.638	3.5	2.0
CC1(C(=O)NC2CCCC2)CCC(=O)N1Cc1ccc2c(c1)OCO2 (stereo not given)	1322	1.1	3.2	-5.3	1	0.9	-9.8	9.3	1.56	2.7	10.4
CC1=C(C(=O)OCc2ccc3c(c2)OCO3)C(c2ccc(Cl)cc2)NC(=O)N1 (stereo not given)	1258	0.8	-2.4	1.2	0.9	0.8	-4.7	15.5	-0.144	-3.7	33.1
Cc1cc(Cl)ccc1C(=O)C1CCCN(C(=O)c2ccoc2)C1 (stereo not given)	1748	1	-1.3	9.9	0.9	0.8	11.9	15.8	-0.751	3.2	2.4
Brc1ccccc1OCCOCCOc1cccc2cccnc12	1632	1	2.8	9.0	0.9	0.8	1.1	19.7	.	5.7	.
O=C(Cn1c(=O)oc2ccccc21)N1CCN(c2ccc(N3CCOCC3)nn2)CC1	1779	1.1	4.1	-2.0	1.1	1	-0.5	4.0	.	3.0	-12.0
Cc1[nH]n(-c2ccc(Cl)cc2)c(=O)c1C=NC12CN3CN(CN(C3)C1)C2	1575	0.9	-0.7	6.5	0.9	0.8	11.1	18.9	0.0938	1.7	-7.6
c1ccc(CNc2ncnc3c2cnn3-c2ccccc2)cc1	1749	1	4.6	1.0	1	0.9	6.2	9.5	.	12.0	4.3
CC(C)Sc1nc2ccccc2n1CC(=O)O	1394	1	8.0	-7.2	1.1	1.1	-0.6	-13.7	-0.788	0.6	-6.4
Nc1nc(CSc2nc3ccccc3s2)nc(N2CCCCC2)n1	1659	0.9	5.5	2.1	1.1	0.8	2.5	17.8	1.3	-5.8	17.1
C=C(C)COc1ccc2c(C)c(C)c(=O)oc2c1OCC(=C)C	1604	1	2.9	-1.2	0.9	0.8	14.1	15.5	-0.948	3.4	-10.4
CCOc1ccc(N2C(=O)CC(NCCNc3ccc([N+](=O)[O-])cn3)C2=O)cc1 (stereo not given)	1489	0.9	0.9	-3.8	1	0.9	-4.8	12.6	1.79	-8.1	5.8
O=C(NC1c2ccccc2-c2ccccc21)N1CCCCC1	1473	0.9	3.7	-3.0	0.9	0.7	3.8	25.2	.	-2.1	-50.7
CC(=O)N1CCN(Cc2nc3cc(NC(=O)NC4CCCCC4)ccc3n2C)CC1	1553	0.8	0.0	-0.6	0.9	1	2.7	2.5	0.197	0.8	-2.6
CC1(C)C(CSc2nc3ccccc3[nH]2)C1(Cl)Cl (stereo not given)	1716	1	7.0	9.7	1	0.9	11.9	13.7	-0.497	2.1	-9.5
COc1ccc(-c2cc3nc(C4CCN(C(=O)OC(C)(C)C)CC4)c(C(=O)O)cn3n2)cc1	1371	1	2.1	4.2	1	0.8	1.2	16.0	.	8.1	-2.9
O=C(C(NS(=O)(=O)c1cccc2nsnc12)c1ccccc1)N1CCN(c2ccccc2)CC1 (stereo not given)	1946	0.9	4.6	10.4	0.9	0.9	17.7	13.4	.	2.2	.
Cc1cc2cc(CN(Cc3cccs3)C(=S)NCC3CCCO3)c(=O)[nH]c2cc1C (stereo not given)	1395	0.9	-24.9	-3.7	0.8	0.7	-7.7	27.0	-2.53	1.1	2.9
Cc1cc(C)n2nc(S(=O)(=O)NC(C)(C)C)nc2n1	1523	1	1.3	-1.5	1.1	1	-7.6	-3.0	-0.0128	-3.2	-9.8
COc1ccc(S(=O)(=O)N(CC(=O)NCCCN(C)C)c2ccc(C)cc2)cc1OC	1379	1	9.7	-5.6	1	0.9	-2.3	14.8	0.0398	-15.4	5.4

Structures above containing a COOH group:
SMILES	TR-FRET SRC-2 ct	PMI act hi M6P	G6PDH counter	PPARg SRC-1 ag	PMI activator	Diaph act CS	PPARg SRC2 recr	Diaph inh CS	ROMK mod	PPARg SRC3 recr	S1P3 antag
CCOc1cc(/C=C/c2cc(C(=O)O)c3ccccc3n2)ccc1OC	1456	1	4.1	3.3	1.2	0.9	6.4	12.3	1.42	2.8	-10.4
Cc1ccn(C(CC(=O)c2ccc(Br)cc2)C(=O)O)n1 (stereo not given)	1738	1	-7.1	4.6	1	0.9	10.8	12.3	0.885	2.0	.
CC(C)Sc1nc2ccccc2n1CC(=O)O	1394	1	8.0	-7.2	1.1	1.1	-0.6	-13.7	-0.788	0.6	-6.4
COc1ccc(-c2cc3nc(C4CCN(C(=O)OC(C)(C)C)CC4)c(C(=O)O)cn3n2)cc1	1371	1	2.1	4.2	1	0.8	1.2	16.0	.	8.1	-2.9
